Screening data from PubChem BioAssay.
APJ ag: activates the human apelin receptor APJ | activation, % at 20 µM | 0.11% of 330,000 active | P35414 | CHO-K1 APJ PathHunter beta-arrestin, luminescence; 0% DMSO wells, 100% apelin;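 active = activation more than six SD over the plate average, tested at 20 µM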;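 note: 0% = DMSO alone and 100% = apelin-13 at 10 nM; some results filed as inactive read as strong as hits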
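Assay system: CHO-K1 cells stably expressing ProLink-tagged human APJ and arrestin–beta-gal acceptor. Compound dosing: 20 µM single point, 1% DMSO. Times: 16-18 h seeding, 90 min dark compound exposure, 60 min detection. Detection: beta-gal luminescence. Evaluation: APJ–arrestin association signal. Controls: negative DMSO alone, positive Apelin-13 at 10 nM.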
CCR6 antagonist: antagonists of human CCR6 receptor | CHO-K1 CCR6 PathHunter beta-arrestin, luminescence, CCL20-stimulated | inhibition, % at 20 µM | 0.49% of 340,000 active | AID 493098;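 active = compounds whose inhibition of the agonist-driven luminescence signal at 20 µM reaches about 50%, limit read from the data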;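 note: cells stimulated with CCL20 at 14 nM final; plate controls were DMSO with CCL20 for no effect and DMSO without agonist for full effect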
ATG4B inh: inhibitors of human ATG4B cysteine protease. 0.51% of 340,000 active. inhibition, % at 8.33 µM. ATG4B cleavage of LC3-PLA2, NBD-HPC fluorescence, 1 h. Q9Y4P1; in the data active = inhibition above about 40%
UBC13 inh: inhibitors of human UBC13 polyubiquitin chain formation. P61088. TR-FRET. inhibition, % at 20 µM. 0.47% of 330,000 active; in the data active = inhibition above about 45%, passing the limit was not always enough
Target sequence (P61088 whole entry, looked up): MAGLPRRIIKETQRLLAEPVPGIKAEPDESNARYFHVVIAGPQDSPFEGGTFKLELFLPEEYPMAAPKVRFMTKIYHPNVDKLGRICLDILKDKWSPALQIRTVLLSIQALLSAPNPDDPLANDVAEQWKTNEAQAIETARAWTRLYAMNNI
CXCR6 block: CXCR6 (human) receptor inhibition; CHO-K1 PathHunter CXCR6 beta-arrestin, luminescence; 0.36% of 360,000 active; O00574; inhibition, % at 20 µM; in the data active = inhibition above about 34%, passing the limit was not always enough;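 note: antagonist mode with CXCL16 agonist at 10 nM final; 0% = 10 nM CXCL16 with DMSO and 100% = unstimulated wells without agonist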
Target sequence (O00574 whole entry, looked up): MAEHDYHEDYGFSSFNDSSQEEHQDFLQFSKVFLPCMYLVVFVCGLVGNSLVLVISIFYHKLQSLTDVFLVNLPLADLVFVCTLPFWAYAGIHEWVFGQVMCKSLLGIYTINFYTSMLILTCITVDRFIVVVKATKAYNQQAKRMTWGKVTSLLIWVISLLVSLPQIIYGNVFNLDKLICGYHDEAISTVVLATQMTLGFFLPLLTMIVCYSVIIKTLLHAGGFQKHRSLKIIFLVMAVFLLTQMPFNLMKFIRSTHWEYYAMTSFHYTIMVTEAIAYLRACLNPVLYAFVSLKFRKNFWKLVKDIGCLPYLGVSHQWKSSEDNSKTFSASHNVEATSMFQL
Gli-Sufu block: Gli-Sufu pathway antagonism; Sufu-KO-LIGHT fibroblasts, Gli luciferase reporter luminescence; inhibition, % at 5 µM; 0.74% of 340,000 active;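 active = inhibition above about 55%, limit read from the data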;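 note: 0% = DMSO-treated cells and 100% = wells with medium but no cells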
APJ antagonist: antagonists of human APJ apelin receptor | CHO-K1 APJ beta-arrestin complementation, luminescence | inhibition, % at 20 µM | AID 2521 | P35414 | 0.32% of 330,000 active;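 active = inhibition above about 40% at 20 µM, limit read from the data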;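 note: cells challenged with 10 nM apelin-13 agonist together with compound; plate controls were apelin-13 plus DMSO wells for no effect and DMSO wells lacking apelin-13 for full effect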
EBI2 antag: blocks human EBI2 receptor beta-arrestin signaling. P32249. EBI2 beta-arrestin recruitment, luminescence, 7a,25-OHC stimulated. inhibition, % at 5 µM. 0.81% of 360,000 active. AID 651636; in the data active = inhibition above about 38%;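 note: enzyme fragment complementation signal reports receptor beta-arrestin coupling in cells; 0% = agonist plus DMSO wells and 100% = wells without agonist; some results beyond the cut were filed as inactive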
Target sequence (P32249 whole entry, looked up, the tested form may be a part): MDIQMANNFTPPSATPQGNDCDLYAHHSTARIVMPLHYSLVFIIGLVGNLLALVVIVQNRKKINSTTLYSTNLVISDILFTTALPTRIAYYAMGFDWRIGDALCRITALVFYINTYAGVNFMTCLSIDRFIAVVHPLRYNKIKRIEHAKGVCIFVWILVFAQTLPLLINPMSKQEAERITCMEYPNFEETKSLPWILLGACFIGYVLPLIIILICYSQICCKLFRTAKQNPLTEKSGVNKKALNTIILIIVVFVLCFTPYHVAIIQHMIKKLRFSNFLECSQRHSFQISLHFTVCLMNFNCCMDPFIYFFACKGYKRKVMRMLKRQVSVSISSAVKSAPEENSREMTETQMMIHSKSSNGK
Active calls of the source: *; x = no result given. An unsorted share of the library; any-hit rate near 3%.

Fields – APJ ag, CCR6 antagonist, ATG4B inh, UBC13 inh, CXCR6 block, Gli-Sufu block, APJ antagonist, EBI2 antag
COc1ccc(C2SCC(=O)N2CCc2ccc(OC)c(OC)c2)cc1 (configuration not stated)
    -2, 5, -1, -6, -4, 6, 0, -3
O=C(Nn1cnc2ccccc2c1=O)c1ccc(Cl)c([N+](=O)[O-])c1
    -5, 1, 3, 2, 0, 5, 12, 5
COc1cccc(NC(=O)CN2C(=O)NC(Cc3c[nH]c4ccccc34)C2=O)c1 (configuration not stated)
    3, 6, 2, -7, -8, 4, 5, 4
CC(Cc1ccc(O)c(O)c1)C(C)Cc1ccc(O)c(O)c1 (configuration not stated)
    19, 2, 4, 13, x, 24, -32, x
CCOc1ccccc1Nc1ncccc1C(=O)O
    5, 5, 2, 2, 8, 7, -5, -11
CCOC(=O)C1CCN(C(=O)CCS(=O)(=O)c2ccc3c(c2)CCN3C(=O)CC)CC1
    -3, 9, 1, -10, -3, -2, -12, -4
CC(=O)NC(Cc1ccccc1F)C(=O)NC1CCN(c2ncccc2[N+](=O)[O-])CC1 (configuration not stated)
    -3, -1, -2, -5, 4, -2, -1, 4
O=C(Nc1ccccc1C(=O)NCCN1CCOCC1)c1ccc(Cl)cc1Cl
    -5, 6, 0, -28, -1, -3, 0, -12
Cc1cc(NS(=O)(=O)c2ccc(NC(=O)CCCOc3ccccc3C)cc2)no1
    -2, -4, 3, -7, 2, 2, 20, -9
CCn1c(O)c(/C=N/N=C/c2ccc(OC)cc2)c2cc(C3=NNC(=O)CC3)ccc21
    6, 5, -3, 4, -4, 1, -20, 2
CCOc1c(C=C(C#N)C#N)c2ccccc2n1CC
    0, 13, 8, 2, 8, 4, 13, -6
COc1ccc(C2/C(=C(/O)c3ccccc3)C(=O)C(=O)N2c2ccccn2)cc1 (configuration not stated)
    0, 17, 3, -8, -1, -4, 11, 0
Cc1ccc2c(c1)C(N1CCCC1=O)CC(c1ccco1)N2 (configuration not stated)
    -2, 1, -8, -9, 2, -39, -2, 1
COc1cc2ccccc2cc1C(=O)Nc1sc2c(c1C(N)=O)CCN(C(C)C)C2
    8, x, x, 31, 15, x, 27, 12
COc1ccc(/C=N/c2nc3ccccc3n2C)cc1OC
    -1, -7, -7, -11, -7, 1, -9, -4

Fields – APJ ag, CCR6 antagonist, ATG4B inh, UBC13 inh, CXCR6 block, Gli-Sufu block, APJ antagonist, EBI2 antag
CCOC(=O)c1ccc2c(c1)NC(=O)C(N1CCN(c3ccc(OC)cc3)CC1)S2 (configuration not stated)
    0, -3, -2, -1, 0, 18, -51, -14
Cn1ccc(C(=O)NC(=S)N2CCSCC2)n1
    -4, 9, 5, -2, 2, 1, -3, -14
O=C(c1ccc(Cn2cc([N+](=O)[O-])cn2)o1)N1CCCCCC1
    -1, 2, -8, 3, 1, -10, 11, 3
Cc1cc2oc(=O)c3c(c2cc1OC(=O)c1ccco1)CCCC3
    -3, 13, -3, 14, 1, 6, 25, -10
Cc1c(OCC(=O)NC2CC(C)(C)NC(C)(C)C2)ccc2c1oc(=O)c1ccccc12
    2, 30, 1, 31, -20, 28, 20, 6
Cc1cccc(C(=O)OCC(=O)NCc2cccs2)c1
    -3, 9, 2, -2, -4, 0, -39, 4
CC1(C)CC(N2CCC(=O)NC2=S)CC(C)(C)N1
    -3, 10, 0, -3, -8, 0, -3, -3
CN(Cc1ccccc1)C(=O)c1ccc(NC(=O)Cc2ccc(NC(=O)C3CCCN(C(=O)CCc4ccccc4)C3)cc2)cc1 (configuration not stated)
    x, -1, -20, x, -4, 29, x, 6
O=S(=O)(C/C(=C/CO)S(=O)(=O)c1ccccc1)c1ccccc1
    -4, 35, -3, -8, 33, 27, 22, -47
O=C(CCN1C(=O)/C(=C\c2ccccc2F)SC1=S)N1CCCCC1
    -5, 13, 7, -17, 1, -15, 17, -9
O=C(NC1CCCCC1)C(c1cccnc1)N(CCc1ccccc1)C(=O)Cc1cccs1 (configuration not stated)
    -2, 16, -11, -7, 8, 8, -5, 13
CCOc1ccc(C(=O)NC2CCN(C(=O)Nc3ccc(F)cc3)CC2)cc1
    -2, 2, -6, 6, -1, -11, 22, 3
COC(=O)c1c(C)[nH]c(C(=O)CSc2ncnc3sc(-c4ccccc4)cc23)c1C
    -1, 1, -2, 16, 0, 10, -23, -12
O=C(CSCc1ccccc1)N1CCN(c2ccccc2)CC1
    0, -2, -4, -15, -5, -15, -12, -14
O=C(COC(=O)c1ccc(Cl)nc1)NCc1ccc(F)cc1
    -3, 7, 3, 9, -10, -3, -2, -1

Fields – APJ ag, CCR6 antagonist, ATG4B inh, UBC13 inh, CXCR6 block, Gli-Sufu block, APJ antagonist, EBI2 antag
CN(c1ccccc1)S(=O)(=O)c1cccc(C(=O)NCCCN2CCCC2=O)c1
    2, -2, -6, 5, 2, -4, 2, -7
CCCn1c2ccc(C)cc2c2nnc(SCCN3CCCCC3)nc21
    -3, 12, -1, -7, 4, 11, 9, 27
O=C(Cc1cccc2ccccc12)Nc1ccccc1
    -4, 12, 8, 4, 5, 0, 11, 5
O=C(Nc1ccccc1)c1cc2n(n1)C(C(F)(F)F)CC(C1CC1)N2 (configuration not stated)
    -5, 0, -13, 0, 2, -19, -6, 1
Cc1ccc(CSc2nnc(-c3cccc(S(=O)(=O)N4CCOCC4)c3)n2CC(C)C)cc1
    -2, 4, -15, -6, 3, 12, 10, 9
COc1ccc(OCc2nnc(SC(C)C(=O)Nc3ccc(N4CCOCC4)cc3)n2C)cc1 (configuration not stated)
    x, -22, 1, x, -4, -21, x, 2
O=C(NC1CC1)C1CCN(C2CCN(C(=O)c3c(F)cccc3Cl)CC2)CC1
    -1, 6, -3, -4, 6, -2, 4, 17
COc1cc2cc(CN(Cc3cccnc3)C(=O)Nc3ccccc3)c(=O)[nH]c2cc1OC
    -3, -8, -16, -8, -8, 11, 1, -5
Cc1cccc(NC(=O)CCS(=O)(=O)c2ccc3c(c2)oc(=O)n3C)c1
    0, 4, 6, 7, 1, -10, -6, -8
COc1cc(C2c3cc4c(cc3OC(N3CCCCC3)C2C)OCO4)cc(OC)c1O (configuration not stated)
    x, 6, 2, x, -5, -3, x, 3
Cc1ccccc1C(=O)N/N=C/c1cccc2ccccc12
    -5, 7, -2, -1, 2, -20, 2, 6
Cc1ccc(C)c2[nH]c(=O)c(CCNS(=O)(=O)c3ccccc3)cc12
    2, -12, -10, -5, 1, 3, 11, 1
CC(C)(C)S(=O)(=O)c1cnc(-c2ccccn2)nc1N
    -5, -4, -1, 2, -3, -10, 23, 10
COc1cc(/C=N\NC(=O)C2CC3C=CC2C3)ccc1O (configuration not stated)
    1, -1, 0, -1, -2, -2, -11, -3
COc1cccc(CNC(=O)c2ccccc2SCC(=O)N2CCCC2)c1
    4, 0, -1, 5, -4, 1, 0, 5

Fields – APJ ag, CCR6 antagonist, ATG4B inh, UBC13 inh, CXCR6 block, Gli-Sufu block, APJ antagonist, EBI2 antag
COCCCNC(=S)N/N=C/c1ccc(N(C)C)cc1
    -2, 11, -13, -3, 5, -13, 7, 21
Cc1ccc(N2C(=O)CSC2c2c(F)cccc2Cl)cc1 (configuration not stated)
    -6, 2, 4, -2, 4, -5, 19, 13
CCCCn1c(SCC(=O)NC2CCCC2)nnc1-c1ccco1
    0, 8, 0, 5, 7, 6, -6, -8
Cc1ccc2c(c1)N(C(=O)CCC(=O)NCc1cccnc1)CCO2
    -3, 4, -2, -1, -6, 24, 3, -2
COc1ccc(C(=O)CSc2nc3nc(C)cc(C)n3n2)cc1OC
    6, 2, -7, -4, -2, -5, 9, 4
CC(C(=O)NCc1cccc(Cl)c1)N1C(=O)c2ccccc2C1=O (configuration not stated)
    -2, 12, -2, 0, 3, 3, -3, 11
O=C(NNC(=S)Nc1ccccc1)c1ccc2ncccc2c1
    -2, 17, -1, 0, 23, 39, 11, 9
COc1ccc(NC(=O)/C=C/c2cccc(F)c2)cn1
    -2, 20, 2, 6, 1, -107, -19, 2
O=C(Cn1cnc2c(cnn2-c2ccccc2)c1=O)Nc1ccc(S(=O)(=O)N2CCOCC2)cc1
    -2, -4, -9, -1, 0, 17, 8, -9
CCOc1ccc(N(C(=O)c2snc(C(N)=O)c2N)C(C(=O)NCC2CCCO2)c2ccco2)cc1 (configuration not stated)
    0, 17, -4, 79*, 4, -5, 11, 13
O=c1[nH]cnc2c1ncn2[C@@H]1O[C@H](CO)[C@@H](O)[C@H]1O
    5, 3, 3, -18, -1, -3, 8, 8
CN(C)CCNC(=O)CNC(=S)N(Cc1ccccc1)Cc1ccccc1F
    -1, 3, -2, 2, -2, -1, 12, 9
CCOc1cc(NC(=S)NCCCN2CCOCC2)c(OCC)cc1NC(=O)c1cccs1
    1, -6, -6, -4, -1, 17, -2, 6
Nc1cc(N)nc(SCC(=O)Nc2ccccc2N2CCOCC2)n1
    -1, 9, -2, -20, 5, 4, 13, 1
CCOC(=O)C1=C(C)N(c2ccc(C)cc2)C(=O)/C1=C\c1cccs1
    -4, 28, 3, -10, 12, 5, 28, -9

Fields – APJ ag, CCR6 antagonist, ATG4B inh, UBC13 inh, CXCR6 block, Gli-Sufu block, APJ antagonist, EBI2 antag
O=C(/C=C/c1cccs1)N1CCc2ccccc21
    0, 12, 4, -14, 10, -83, 6, 4
Cc1ccc(NC(=O)CN2C(=O)NC3(CCc4ccccc43)C2=O)cc1S(=O)(=O)N1CCCCC1 (configuration not stated)
    9, 10, -6, -4, -6, 1, 8, 6
COc1ccccc1OCC(=O)OCC(=O)Nc1ncc(Cl)cc1Cl
    -5, -6, -1, -4, 0, -1, -17, -5
Cc1cc2nc(/C(C#N)=C\c3ccc(-c4ccccc4C(=O)O)o3)[nH]c2cc1C
    -3, -9, 4, -82, 3, 1, -6, 2
CCCCOP(=O)(c1ccc(N(C)C)cc1)C(O)c1ccc(OC)c(OC)c1 (configuration not stated)
    -3, 1, -10, 0, -4, 6, 16, -6
Cc1cc[n+](-c2[nH]c(=O)sc2/C=N/NC([S-])=Nc2ccccc2)cc1C
    1, -1, -6, -4, -2, -3, -18, -8
Cc1ncoc1C(=O)N1CCc2c([nH]c3ccccc23)C1C1CCCCC1 (configuration not stated)
    -3, 11, 6, 4, 6, 5, 5, 14
Cc1c(C(=O)Nc2ccc3c(c2)OCCO3)sc2ncnc(N3CCCCC3C)c12 (configuration not stated)
    2, 11, -3, 2, 2, -24, -26, 13
O=C(CSc1nnc(CNC(=O)c2c(F)cccc2Cl)o1)c1ccccc1
    -4, 20, -6, 5, -3, -1, -2, -1
CCN1CCCC1CNC(=O)c1cc2c(=O)n(C)c3ccccc3c2n1C (configuration not stated)
    -3, 7, 4, 30, 0, 11, 17, 1
COc1cccc(-c2cc(=O)[nH][nH]2)c1
    -3, 8, -3, -7, 1, 10, 2, -6
COc1ccccc1C1c2[nH]c3ccccc3c2CCN1Cc1cnc(C)s1 (configuration not stated)
    -1, 1, 18, 10, 4, 5, 8, 16
Cc1ccc(C)c(S(=O)(=O)N2CCN(C(=O)c3ccc(N4CCCC4)c([N+](=O)[O-])c3)CC2)c1
    4, 16, -7, -13, 16, 11, 15, 35
CC(=O)CSc1cc(C)nc2c(-c3ccccc3)c(C)nn12
    -5, 6, -8, 0, 0, -8, 6, 6
Cc1cn(-c2cc(NC(=O)c3ccc(C)c(NC(=O)c4cccc(-c5cn[nH]c(=O)c5)c4)c3)cc(C(F)(F)F)c2)cn1
    0, 9, -22, -15, 3, -4, -12, -10
Nc1[nH][nH]c(=O)c1N=Nc1ccc2c(c1)OCO2
    -3, 3, 6, -174, 7, -49, 7, -5
O=C(O)C1(P(=O)(c2ccccc2)c2ccccc2)CCCC1
    -3, 5, -8, 0, -10, -2, -9, -1
